M4 antag = blocks acetylcholine activation of human M4 receptor; inhibition, % at 3 µM; CHO-hM4 cells, ACh EC80, Fluo-8 calcium fluorescence; AID 624125; P08173; 0.73% of 360,000 active;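 active means inhibition above its plate's cutoff, the mean inhibition of sample wells plus 3 SD, cut at about 27% in these data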;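 further: 0% = acetylcholine EC80 with DMSO and 100% = DMSO without agonist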
Target sequence (P08173 whole entry, looked up): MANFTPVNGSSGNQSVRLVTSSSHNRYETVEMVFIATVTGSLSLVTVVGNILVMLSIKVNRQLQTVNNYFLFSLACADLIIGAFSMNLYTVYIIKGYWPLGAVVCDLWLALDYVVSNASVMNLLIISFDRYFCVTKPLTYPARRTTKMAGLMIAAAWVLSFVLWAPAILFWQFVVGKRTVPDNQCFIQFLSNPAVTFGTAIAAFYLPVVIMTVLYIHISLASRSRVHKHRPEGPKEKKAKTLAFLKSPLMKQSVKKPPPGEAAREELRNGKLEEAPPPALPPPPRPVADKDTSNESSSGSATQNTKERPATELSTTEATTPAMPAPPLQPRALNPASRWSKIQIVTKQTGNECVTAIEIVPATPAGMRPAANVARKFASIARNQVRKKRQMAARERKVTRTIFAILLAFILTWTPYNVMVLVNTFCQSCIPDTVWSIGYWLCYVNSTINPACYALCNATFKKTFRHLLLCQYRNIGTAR
CRFR2-BP antag = blocks CRF-induced signaling of the CRF-BP/CRF-R2 complex. AID 588475. 0.59% of 350,000 active. inhibition, % at 11.8 µM. HEK293 CRF-R2/CRF-BP, CRF-induced calcium fluorescence;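 active means inhibition of the ligand-induced calcium signal above about 50% at the single tested concentration, limit read from the data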
CHRM5 antagonist = blocks acetylcholine activation of human M5 receptor | CHO-hM5 cells, Fluo-8 calcium fluorescence, ACh EC80 | inhibition, % at 3 µM | 0.59% of 360,000 active | AID 624040;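 active means inhibition above a per-plate cutoff, the mean of that plate's test compounds plus 3 SD, cut at about 27% in these data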;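 further: 0% = acetylcholine EC80 with DMSO and 100% = DMSO without agonist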
M4 ag = CHRM4 agonism in calcium assay. P08173. CHO-K1 hM4/Gqi5, Fluo-8 calcium fluorescence; vehicle 0%, full acetylcholine response 100%. activation, % at 3 µM. 0.14% of 360,000 active. AID 624127;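 active means activation above the run mean over all test wells plus 3 SD, cut at about 32% in these data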;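 further: peak over basal fluorescence ratio per well then scaled between controls; 0% = DMSO wells and 100% = acetylcholine at EC100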
CHRM5 PAM = potentiates acetylcholine response at human M5 receptor; AID 624038; P08912; CHO-K1 hM5, Fluo-8 calcium, ACh EC20 PAM; 0% = ACh EC20, 100% = ACh EC100; activation, % at 3 µM; 0.3% of 360,000 active;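 active means activation above the run cutoff, the mean activation of all test compounds plus 3 SD, cut at about 18% in these data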
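System – CHO-K1 hM5 cells · Compound – 3 µM, single dose · Incubation – compound preincubation 140 s before EC20 acetylcholine addition · Technique – Fluo-8 calcium fluorescence · Measure – Max/basal fluorescence ratio as % of EC20–EC100 ACh window · Benchmarks – low control EC20 acetylcholine (0%), high control EC100 acetylcholine (100%) · Replication – singlicate, one well per test compound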
CHRM1 PAM = potentiates human M1 receptor response to acetylcholine | P11229 | CHO-K1 hM1, Fluo-8 calcium fluorescence, ACh EC20; 0% = ACh EC20, 100% = maximal ACh | activation, % at 3 µM | 0.088% of 360,000 active | AID 588819; in the data active means activation above about 19%, passing the limit was not always enough
Target sequence (P11229 whole entry, looked up): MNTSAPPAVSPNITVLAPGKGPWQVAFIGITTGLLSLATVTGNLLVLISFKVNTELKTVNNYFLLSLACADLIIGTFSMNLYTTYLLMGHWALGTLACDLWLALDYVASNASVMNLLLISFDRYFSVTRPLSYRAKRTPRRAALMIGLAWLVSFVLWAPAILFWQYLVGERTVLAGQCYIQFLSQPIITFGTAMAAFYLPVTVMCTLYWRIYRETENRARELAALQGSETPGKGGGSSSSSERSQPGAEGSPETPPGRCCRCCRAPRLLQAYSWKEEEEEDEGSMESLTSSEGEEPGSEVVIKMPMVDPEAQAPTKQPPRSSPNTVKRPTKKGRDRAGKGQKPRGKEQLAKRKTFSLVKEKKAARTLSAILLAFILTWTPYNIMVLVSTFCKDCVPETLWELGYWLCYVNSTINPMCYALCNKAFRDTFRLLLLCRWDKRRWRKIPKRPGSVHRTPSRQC
M5 ag = agonists of human muscarinic M5 receptor (CHRM5). P08912. CHO-K1 hM5 cells, Fluo-8 calcium fluorescence; 0% DMSO wells, 100% maximal acetylcholine response. activation, % at 3 µM. 0.19% of 360,000 active. AID 624037;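 active means activation above the run's mean over test compounds plus 3 SD, cut at about 23% in these data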;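 further: signal is peak over basal fluorescence ratio across the kinetic read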
CHRM4 PAM = potentiates acetylcholine response at human M4 receptor | P08173 | CHO-K1 hM4/Gqi5, Fluo-8 calcium fluorescence, ACh EC20; 0% = ACh EC20, 100% = maximal ACh | activation, % at 3 µM | 0.4% of 360,000 active | AID 624126;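 active means activation above its plate's cutoff, the mean activation of sample wells plus 3 SD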; further: some results filed as inactive read as strong as hits
CRFR2-BP ag = CRF-BP/CRF-R2 complex agonism | 0.46% of 350,000 active | HEK293 CRF-R2/CRF-BP, calcium dye fluorescence (FLIPR); percent of saturating CRF peptide response | activation, % at 13.2 µM;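 active means activation of at least 50%, plus an integration ratio under a set limit after plate pattern correction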;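 further: plate controls were neutral control wells without compound for no effect and CRF at EC100 for full effect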
Active calls of the source: *.

N=c1oc2ccc(Cl)cc2cc1C(=O)NC1CCCCCC1 was read as M4 antag 3, CRFR2-BP antag -16, CHRM5 antagonist -8, M4 ag 1, CHRM5 PAM 2, CHRM1 PAM 10, M5 ag -4, CHRM4 PAM -3 and CRFR2-BP ag 2.3.
For CN1C[C@H]2CON(C)[C@H]2C[C@H]1c1cccc(-c2ccc(C#N)cc2)c1 the results were M4 antag 11, CRFR2-BP antag 2, CHRM5 antagonist 4, M4 ag 1, CHRM5 PAM 6, CHRM1 PAM 7, M5 ag 0, CHRM4 PAM -4 and CRFR2-BP ag 0.2.
For O=C1c2cccc3cccc(c23)N1Cc1ccc(F)cc1 the results were M4 antag 2, CRFR2-BP antag -17, CHRM5 antagonist 1, M4 ag -1, CHRM5 PAM 3, CHRM1 PAM 4, M5 ag -2, CHRM4 PAM -4 and CRFR2-BP ag 4.3.
FC(F)(F)COc1ccc(-n2ccnc2)nn1 was read as M4 antag -10, CRFR2-BP antag 0, CHRM5 antagonist 6, M4 ag 6, CHRM5 PAM -11, CHRM1 PAM 4, M5 ag 3, CHRM4 PAM -3 and CRFR2-BP ag 2.1.
`Cn1c(SCC(=O)c2ccccc2)nnc1-c1ccco1` gave M4 antag -2, CRFR2-BP antag -5, CHRM5 antagonist 4, M4 ag 1, CHRM5 PAM -10, CHRM1 PAM -2, M5 ag -5, CHRM4 PAM 2 and CRFR2-BP ag 0.0.
`COc1cccc(C(=O)Nc2cccc(C(=O)NCC(C)C)c2)c1` gave M4 antag -1, CRFR2-BP antag -7, CHRM5 antagonist -1, M4 ag 1, CHRM5 PAM -3, CHRM1 PAM 11, M5 ag 1, CHRM4 PAM 0 and CRFR2-BP ag -0.7.
Screening O=S(=O)(Cc1ccccc1Cl)N1CCN(Cc2ccc3c(c2)OCO3)CC1 returned M4 antag 0, CRFR2-BP antag 12, CHRM5 antagonist -3, M4 ag 2, CHRM5 PAM -1, CHRM1 PAM 2, M5 ag -2, CHRM4 PAM 9 and CRFR2-BP ag -0.5.
CCOC(=O)C1CCN(Cc2cnc(Oc3ccc(C(C)(C)C)cc3)s2)CC1 was read as M4 antag -4, CRFR2-BP antag -9, CHRM5 antagonist -3, M4 ag -1, CHRM5 PAM -7, CHRM1 PAM 0, M5 ag -2, CHRM4 PAM -10 and CRFR2-BP ag 5.4.
`CC(C)(C)n1nc2c(c1NC(=O)c1ccc(S(=O)(=O)N3CCCCC3)cc1)CS(=O)C2` (configuration not stated) gave M4 antag -6, CRFR2-BP antag -2, CHRM5 antagonist 6, M4 ag 0, CHRM5 PAM 32*, CHRM1 PAM -5, M5 ag -4, CHRM4 PAM 1 and CRFR2-BP ag -0.4.
CCOCCCn1c(SCC(=O)NC(C)(C)C)nc2ccccc2c1=O was read as M4 antag -5, CRFR2-BP antag -2, CHRM5 antagonist -4, M4 ag 5, CHRM5 PAM 2, CHRM1 PAM 11, M5 ag 3, CHRM4 PAM 9 and CRFR2-BP ag -1.1.
CC1CCN(C(=O)COC(=O)/C=C/c2ccco2)CC1 was read as M4 antag -28, CRFR2-BP antag 2, CHRM5 antagonist 11, M4 ag 1, CHRM5 PAM -3, CHRM1 PAM 1, M5 ag 0, CHRM4 PAM 22 and CRFR2-BP ag 0.4.
Screening Cc1ccc(F)cc1C(=O)N1CCCCC1c1cc(C(=O)NCc2ccccc2)no1 (configuration not stated) returned M4 antag -6, CHRM5 antagonist 3, M4 ag 4, CHRM5 PAM -3, CHRM1 PAM 4, M5 ag -1 and CHRM4 PAM 4.
`Cc1cccc(C(C)(C)C)c1OCCN1CCCC1` gave M4 antag 1, CRFR2-BP antag -60, CHRM5 antagonist 0, M4 ag 0, CHRM5 PAM -5, CHRM1 PAM 2, M5 ag -6, CHRM4 PAM -12 and CRFR2-BP ag 1.1.
For CC(C)NC(=O)CC1C(=O)N(Cc2ccccc2)C(C)c2nc3ccccc3n21 (configuration not stated) the results were M4 antag -5, CRFR2-BP antag 17, CHRM5 antagonist 2, M4 ag 1, CHRM5 PAM -5, CHRM1 PAM 10, M5 ag 0, CHRM4 PAM 1 and CRFR2-BP ag 0.1.
For CCN(CC)CCCN(C(=O)c1ccco1)c1nc(-c2ccc(Cl)cc2)cs1 the results were M4 antag 10, CRFR2-BP antag -9, CHRM5 antagonist 11, M4 ag 9, CHRM5 PAM -13, CHRM1 PAM -10, M5 ag -6, CHRM4 PAM -13 and CRFR2-BP ag 0.5.

2 neighbouring entries already listed:
For CC(C)NC(=O)CC1C(=O)N(Cc2ccccc2)C(C)c2nc3ccccc3n21 (configuration not stated) the results were M4 antag -5, CRFR2-BP antag 17, CHRM5 antagonist 2, M4 ag 1, CHRM5 PAM -5, CHRM1 PAM 10, M5 ag 0, CHRM4 PAM 1 and CRFR2-BP ag 0.1.
For CCN(CC)CCCN(C(=O)c1ccco1)c1nc(-c2ccc(Cl)cc2)cs1 the results were M4 antag 10, CRFR2-BP antag -9, CHRM5 antagonist 11, M4 ag 9, CHRM5 PAM -13, CHRM1 PAM -10, M5 ag -6, CHRM4 PAM -13 and CRFR2-BP ag 0.5.

(list continues)
CCn1c(=O)c2ccccc2n2c(SCC(=O)NCc3cccs3)nnc12 was read as M4 antag -2, CRFR2-BP antag -30, CHRM5 antagonist -1, M4 ag 2, CHRM5 PAM 3, CHRM1 PAM 8, M5 ag 1, CHRM4 PAM 5 and CRFR2-BP ag -2.8.
COc1ccc(Sc2ccccc2CN(C)C)cc1OC was read as M4 antag -1, CRFR2-BP antag -14, CHRM5 antagonist 2, M4 ag 1, CHRM5 PAM -3, CHRM1 PAM 3, M5 ag -5, CHRM4 PAM -2 and CRFR2-BP ag 2.4.
COc1ccccc1NC(=O)NC1(C(=O)N2CCOCC2)CCCCC1 was read as M4 antag -4, CRFR2-BP antag 4, CHRM5 antagonist 7, M4 ag 0, CHRM5 PAM 5, CHRM1 PAM 1, M5 ag -3, CHRM4 PAM -5 and CRFR2-BP ag 0.4.
For COC(=O)C=CC(=NNc1ccccc1)c1ccccc1 the results were M4 antag -1, CRFR2-BP antag -1, CHRM5 antagonist 10, M4 ag -2, CHRM5 PAM -2, CHRM1 PAM 4, M5 ag -1, CHRM4 PAM -3 and CRFR2-BP ag -0.9.
For CN(CC(=O)Nc1c(Cl)cccc1Cl)C(=O)c1cccc(S(=O)(=O)NCc2ccccc2)c1 the results were M4 antag 2, CRFR2-BP antag -5, CHRM5 antagonist 3, M4 ag 6, CHRM5 PAM -1, CHRM1 PAM 5, M5 ag 4, CHRM4 PAM 2 and CRFR2-BP ag -0.9.
Screening O=C(Nc1ccncc1)c1ccc([N+](=O)[O-])cc1Cl returned M4 antag -3, CRFR2-BP antag -8, CHRM5 antagonist 10, M4 ag 14, CHRM5 PAM -9, CHRM1 PAM -4, M5 ag 2, CHRM4 PAM -7 and CRFR2-BP ag 1.9.
Screening CN(C)c1ccc(/C=C(/C#N)C(=O)NCc2ccccc2)o1 returned M4 antag 3, CRFR2-BP antag -99, CHRM5 antagonist 15, M4 ag 9, CHRM5 PAM -16, CHRM1 PAM -14, M5 ag 25*, CHRM4 PAM -7 and CRFR2-BP ag 108*.
Screening CC(C)C(=O)C1=Cc2cc([N+](=O)[O-])ccc2OC1N1CCOCC1 (configuration not stated) returned M4 antag 1, CRFR2-BP antag 3, CHRM5 antagonist -1, M4 ag 1, CHRM5 PAM 7, CHRM1 PAM 16, M5 ag 0, CHRM4 PAM 0 and CRFR2-BP ag 3.9.
c1ccc2c(c1)C(=NC1CCCCC1)NC2=NC1CCCCC1 was read as M4 antag 6, CRFR2-BP antag -194, CHRM5 antagonist 1, M4 ag 7, CHRM5 PAM -7, CHRM1 PAM 0, M5 ag 8, CHRM4 PAM 9 and CRFR2-BP ag 29.
For Cc1sc2nc(COC(=O)c3cccc(S(=O)(=O)N(C)c4ccccc4)c3)[nH]c(=O)c2c1C the results were M4 antag -3, CRFR2-BP antag -25, CHRM5 antagonist 4, M4 ag 4, CHRM5 PAM 5, CHRM1 PAM -1, M5 ag 7, CHRM4 PAM -4 and CRFR2-BP ag 17.
CCNC(=O)C1(C)CCCN(Cc2cccc3ccccc23)C1 (configuration not stated) was read as M4 antag 0, CHRM5 antagonist -4, M4 ag 0, CHRM5 PAM 2, CHRM1 PAM 1, M5 ag -2 and CHRM4 PAM -1.
CC/C(O)=C1\C(=O)CCCC1=NCCc1c(C)[nH]c2ccc(C)cc12 was read as M4 antag 18, CRFR2-BP antag -10, CHRM5 antagonist 7, M4 ag 3, CHRM5 PAM 3, CHRM1 PAM 16, M5 ag -2, CHRM4 PAM 3 and CRFR2-BP ag -0.7.
For CCOc1ccc(NC(=O)CSc2nc3ccccc3nc2N2CCCC2)cc1 the results were M4 antag -6, CRFR2-BP antag -7, CHRM5 antagonist 1, M4 ag 0, CHRM5 PAM -3, CHRM1 PAM -1, M5 ag 3, CHRM4 PAM 1 and CRFR2-BP ag 5.0.
Screening Nc1ccc2c(Cl)cc(Cl)cc2c1 returned M4 antag -1, CRFR2-BP antag -19, CHRM5 antagonist -1, M4 ag 1, CHRM5 PAM 1, CHRM1 PAM 0, M5 ag 0, CHRM4 PAM 6 and CRFR2-BP ag 7.4.
CCOc1ccccc1CN1C(=O)c2ccccc2C1C(=O)NCC1CCCO1 (configuration not stated) was read as M4 antag 1, CRFR2-BP antag 32, CHRM5 antagonist 3, M4 ag 0, CHRM5 PAM 0, CHRM1 PAM 3, M5 ag -4, CHRM4 PAM 0 and CRFR2-BP ag 2.2.
Cc1ccc(S(=O)(=O)NCCC(=O)Nc2ccc(C)cc2C(=O)c2ccccc2)cc1 was read as M4 antag -8, CRFR2-BP antag 1, CHRM5 antagonist -4, M4 ag -3, CHRM5 PAM 2, CHRM1 PAM 6, M5 ag -5, CHRM4 PAM 7 and CRFR2-BP ag -0.9.
`CCN(CC)CCN1C(=O)C(O)=C(C(=O)c2cc3cccc(OC)c3o2)C1c1ccc(F)cc1` (configuration not stated) gave M4 antag -6, CRFR2-BP antag 7, CHRM5 antagonist 7, M4 ag 0, CHRM5 PAM -2, CHRM1 PAM 5, M5 ag -5, CHRM4 PAM 3 and CRFR2-BP ag 4.1.
For NC(=O)c1nn(CC(=O)Nc2cccc(S(=O)(=O)N3CCCC3)c2)c(=O)c2ccccc12 the results were M4 antag 9, CRFR2-BP antag 7, CHRM5 antagonist 10, M4 ag -2, CHRM5 PAM 2, CHRM1 PAM 6, M5 ag -2, CHRM4 PAM -3 and CRFR2-BP ag 0.1.
Screening Cc1ncc([N+](=O)[O-])n1CC(=O)NC1CCCCC1 returned M4 antag 6, CRFR2-BP antag -3, CHRM5 antagonist 6, M4 ag 1, CHRM5 PAM -8, CHRM1 PAM 9, M5 ag -1, CHRM4 PAM 6 and CRFR2-BP ag 1.9.
COc1ccccc1N1CCN(C(=O)CSc2nnc(NC(=O)C(C)C)s2)CC1 was read as M4 antag 1, CRFR2-BP antag -4, CHRM5 antagonist 0, M4 ag 4, CHRM5 PAM 5, CHRM1 PAM 7, M5 ag 1, CHRM4 PAM -4 and CRFR2-BP ag 0.9.
For O=C(OCc1c(F)cccc1Cl)c1cnc2ccccc2n1 the results were M4 antag -7, CRFR2-BP antag -7, CHRM5 antagonist 6, M4 ag 0, CHRM5 PAM 4, CHRM1 PAM -9, M5 ag -3, CHRM4 PAM 5 and CRFR2-BP ag -1.1.
CCS(=O)(=O)N1CCC(C(=O)NCCN2CCN(Cc3ccccc3)CC2)CC1 was read as M4 antag 9, CRFR2-BP antag 14, CHRM5 antagonist 9, M4 ag 2, CHRM5 PAM -3, CHRM1 PAM -2, M5 ag -2, CHRM4 PAM 4 and CRFR2-BP ag -1.1.

Compound activity as filed in PubChem BioAssay.
